# CD40 NFkB inh = CD40 pathway inhibition in BL2 cells | BL2 NF-kB luciferase reporter, CD40L-induced, 4 h | inhibition, % at 10 µM | hit rate 0.94% among 83,000;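 active = mean inhibition of at least 50% with a set share of replicates also reaching that level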;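 also: 0% = neutral control wells and 100% = IKK inhibitor VII at 50 µM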
# Active calls of the source: *; [ ] = another dose, or the depositor's remark.
CD40 NFkB inh | canonical_smiles
5 | O=C(Cc1ccc(Cl)cc1)Nc1cccc2ncccc12
4 | NNC(=O)c1cccc(COCC(F)(F)C(F)F)c1
4 | Nn1c(SC/C=C/c2ccccc2)nnc1-c1ccncc1
38 | CC(C)C(=O)Nc1ccc(-c2nc3cccnc3o2)cc1
-8 | COCCN(C(=S)Nc1ccc(OC)c(Cl)c1)C1CCN(C(C)=O)CC1
15 | Cc1ccccc1-n1cc(CNCc2c(C(=O)N(C)C)nc3ccc(Cl)cn23)cn1
2 | CC(OC(=O)Cc1c(F)cccc1Cl)C(=O)NC1(C#N)CCCCC1 (stereo not given)
-1 | CCOc1ccc(NC(=O)CN(C)C(=O)c2cc(S(=O)(=O)N(C)C)ccc2N2CCCC2)cc1OCC
-13 | C[C@H]1CN([C@@H](C)CO)C(=O)c2cc(NS(=O)(=O)c3ccc(Cl)cc3)ccc2O[C@@H]1CN(C)C(=O)Nc1ccc2c(c1)OCO2
1[25 µM] | C[C@@H]1CN([C@@H](C)CO)C(=O)c2ccccc2-c2ccccc2CO[C@@H]1CN(C)C(=O)Nc1cccc(Cl)c1Cl
-21 | COc1cccc(NC(=O)CN(C)C(=O)c2cc3c(s2)CCCCC3)c1
2 | O=C(N/N=C/c1ccc(Br)o1)c1cccnc1
-1 | C/C(=N\NC(=O)CNc1cccc(Cl)c1C)C1CC1
4 | O=C(NCCc1ccccc1)C1CCN(S(=O)(=O)N2CCC3(CC2)OCCO3)CC1
-25[25 µM] | C(=C\c1ccc(C2[C@H]3CNC[C@@H]2N3Cc2cncnc2)cc1)/c1ccccc1 (stereo not given in full)
-40 | CCN=C1NN=C(c2cc(C)n(CCc3ccccc3)c2C)CS1
6 | Cc1ccc(-c2ccc(C)c(N)c2C)c(C)c1N
2[25 µM] | C[C@H](CO)N1C[C@H](C)[C@@H](CN(C)C(=O)Nc2cccc(F)c2)OCc2cnnn2CCCC1=O
3 | O=C(NCC(=O)N1CCOCC1)c1ccc(Br)o1
6 | CCN1CCN(S(=O)(=O)c2ccc(Cl)c(C(=O)N(C)Cc3ccco3)c2)CC1
13 | COc1ccc(CCNC(=O)CCC2COc3ccccc3O2)cc1OC (stereo not given)
7 | COc1ccc(CN2C(=O)c3cccnc3C2=O)cc1S(=O)(=O)NC1CCCCC1
9 | Cc1ccc(S(=O)(=O)N(C)CC(=O)OCC(=O)N2CC(=O)Nc3ccccc32)cc1
10[25 µM] | O=C(C1CCOCC1)N1C[C@H]2[C@@H](c3ccccc31)[C@@H](CO)N2Cc1ccc(Cl)cc1
-4[25 µM] | C[C@H]1CN([C@@H](C)CO)C(=O)CCCn2nncc2CO[C@@H]1CN(C)Cc1ccc2cccnc2c1

# Going on with the list:
CD40 NFkB inh | canonical_smiles
-13[25 µM] | COCC(=O)N1CC[C@@H]2[C@@H](CO)Nc3ccc(C#Cc4ccc(F)cc4)cc3[C@@H]21
22[25 µM] | COc1cccc(-c2ccc([C@H]3[C@H]4CN(C(=O)c5ccc6c(c5)OCO6)CCCCN4[C@H]3CO)cc2)c1
0 | COC(=O)Cc1ccc(OC(=O)CCS(=O)(=O)c2ccc(Cl)cc2)cc1
8 | Nc1nc(N2CCOCC2)n[nH]1
-28 | O=C(c1cc(-c2ccc(O)cc2)on1)N1CCCc2ccccc21
2 | CC(C)(C)C1CCNC(=O)CC1 (stereo not given)
-14 | O=C(c1coc2ccc(O)cc12)C1CC1
2[25 µM] | C/C=C/c1ccc([C@H]2[C@@H](CO)N(CC3CCCCC3)[C@H]2CNC(C)C)cc1
-8[25 µM] | CO[C@H]1CC[C@H]2CCN(C)C(=O)[C@H](C)N(C)C(=O)c3cccc(C#N)c3OC[C@H]1O2
0 | COc1cccc(NC(=O)c2ccc(NS(=O)(=O)c3cccs3)cc2)c1
-29[25 µM] | C[C@H](CO)N1C[C@H](C)[C@@H](CN(C)Cc2ccc(C(=O)Nc3ccccc3N)cc2)OCc2cnnn2CCCC1=O
15[25 µM] | Cc1ccc(S(=O)(=O)N(C)C[C@@H]2Oc3cc(-c4cccc(F)c4)ccc3S(=O)(=O)N([C@H](C)CO)C[C@H]2C)cc1
4 | N#C[C@@H]1[C@H](c2ccccc2C2=CCCCC2)[C@@H](CO)N1C(=O)NC1CCCCC1
-46 | COc1ccc(-c2nnc(-c3cccnc3)o2)cc1OC
-8 | CC(=O)C1=C(O)C(=O)N(Cc2cccnc2)C1c1ccc(C(C)C)cc1 (stereo not given)
12 | Cn1c(=O)oc2cc(S(=O)(=O)NC3CCCc4ccccc43)ccc21 (stereo not given)
-1 | COC(=O)c1oc2ccc(Br)cc2c1NC(=O)CCN1CCOCC1
3 | O=C(NCc1ccco1)c1ccc(CS(=O)Cc2ccc(Cl)cc2)o1 (stereo not given)
-18 | Cc1csc(NC(=O)CCN2C(=O)c3ccccc3S2(=O)=O)n1
-2[25 µM] | CO[C@@H]1CC[C@H]2CCN(C)C(=O)[C@H](C)CN(C)C(=O)c3cc(C#N)ccc3OC[C@H]1O2
-10 | NC(CO)c1csc(Nc2ccc(C(F)(F)F)cn2)n1 (stereo not given)
14[25 µM] | C/C=C/c1ccc([C@H]2[C@@H](CO)N3C(=O)CN(S(=O)(=O)c4ccccc4)C[C@H]23)cc1
-74 | O=C(N/N=C/c1c[nH]c2ccccc12)c1cccs1
-6[25 µM] | C[C@H]1CN([C@@H](C)CO)C(=O)c2ccccc2-c2ccccc2CO[C@H]1CN(C)S(C)(=O)=O
-7[25 µM] | O=C(C[C@H]1CC[C@@H]2NC[C@@H](O)COC[C@H]2O1)NCCN1CCCCC1

# Exported as comma-separated lines: part of the list above.
smiles,CD40 NFkB inh
COCC(=O)N1CC[C@@H]2[C@@H](CO)Nc3ccc(C#Cc4ccc(F)cc4)cc3[C@@H]21,-13[25 µM]
COc1cccc(-c2ccc([C@H]3[C@H]4CN(C(=O)c5ccc6c(c5)OCO6)CCCCN4[C@H]3CO)cc2)c1,22[25 µM]
COC(=O)Cc1ccc(OC(=O)CCS(=O)(=O)c2ccc(Cl)cc2)cc1,0
Nc1nc(N2CCOCC2)n[nH]1,8
O=C(c1cc(-c2ccc(O)cc2)on1)N1CCCc2ccccc21,-28
CC(C)(C)C1CCNC(=O)CC1 (stereo not given),2
O=C(c1coc2ccc(O)cc12)C1CC1,-14

# The results go on.
CD40 NFkB inh | canonical_smiles
-5 | Cc1ccc(OCC(=O)Nc2ccc(Cl)cc2)c(-n2nc3ccccc3n2)c1
-11 | O=S1(=O)N=C(SCCO)c2ccccc21
-21 | CCN1CCN(c2nc(-c3cccnc3)nc3ccccc23)CC1
-9 | CCN(CC(=O)Nc1c(F)cccc1F)C(=O)/C=C/c1ccc2ccccc2n1
12 | CCOC(=O)c1c(-c2ccccc2)n(C)c2ccc(O)cc12
5 | CCOc1ccc(Br)cc1S(=O)(=O)NCC(c1ccc(OC)cc1)N1CCOCC1 (stereo not given)
17[25 µM] | O=C(c1ccc(F)cc1)C1CCN(CCn2c(=S)[nH]c3ccccc3c2=O)CC1
-5 | O=C(CSc1nnc(-c2ccccc2)c2ccccc12)NCCN1C(=O)CSC1=O
1 | COC(CNC(=O)C(=O)NCC1CCCN1S(=O)(=O)c1cccs1)OC (stereo not given)
6 | CCOC(=O)COc1c(C(=O)OC)sc2ncccc12
-28 | CN(C)c1ccc2nc3ccc(=O)cc-3sc2c1
-1 | CN(CC(=O)Nc1ccc2c(c1)OCCO2)CC(=O)Nc1ccc(F)c(F)c1F
17 | CC(C)(C)c1ccccc1NC(=O)COC(=O)CN1C(=O)NC2(CCCC2)C1=O
-2 | Cc1c(-c2ccc(OCc3ccccc3)cc2)nc2ccccc2c1C(=O)O
8 | Cc1cccc(NC(=O)CNC(=O)CN2CCN(C)CC2)c1C
14 | Cc1ccc(S(=O)(=O)N2CCN(C(=O)CCCOc3ccc(Cl)cc3C)CC2)cc1
-8[25 µM] | CCS(=O)(=O)Nc1ccc2c(c1)C(=O)N(C)[C@H]1CC[C@@H](CC(=O)N3CCN(C)CC3)O[C@@H]1CO2
21 | CN(C(=O)COC(=O)CNC(=O)c1sc2ccccc2c1Cl)c1ccccc1
-15 | N#Cc1cnn2c(N)c(-c3ccc(Cl)cc3)cnc12
8 | Cn1c(N)c(C(=O)COC(=O)COc2ccccc2C#N)c(=O)n(C)c1=O
6 | CCOC(=O)N1CCN(C(=O)CSCC(=O)Nc2nc(-c3ccc(Cl)s3)cs2)CC1
4[25 µM] | COCC(=O)N1CCCCN2[C@H](C1)[C@H](c1ccc(-c3cccc(C)c3)cc1)[C@@H]2CO
2 | Nc1cc(-c2ccco2)no1
4 | COc1ccc(CNC(=O)COC(=O)c2c(NC(C)=O)sc(C)c2C)cc1
-3 | C[C@H](NC(=O)NCCc1ccccc1)C(=O)O

# Arranged by the number under CD40 NFkB inh (highest first): some entries from above.
molecule | CD40 NFkB inh
CC(C)(C)c1ccccc1NC(=O)COC(=O)CN1C(=O)NC2(CCCC2)C1=O | 17
CCOC(=O)c1c(-c2ccccc2)n(C)c2ccc(O)cc12 | 12
COc1ccc(CNC(=O)COC(=O)c2c(NC(C)=O)sc(C)c2C)cc1 | 4
O=C(CSc1nnc(-c2ccccc2)c2ccccc12)NCCN1C(=O)CSC1=O | -5
N#Cc1cnn2c(N)c(-c3ccc(Cl)cc3)cnc12 | -15

# Continuation.
CD40 NFkB inh | canonical_smiles
10 | COc1ccc(CCNS(=O)(=O)c2ccc(N3CCCC3=O)cc2)cc1
1 | CC(C)(C)NC(=O)NC(=O)CN1CCN(S(=O)(=O)c2ccc3c(c2)CCCC3)CC1
9 | CN(C(=O)COC(=O)CNC(=O)C12CC3CC(CC(C3)C1)C2)C1CCS(=O)(=O)C1 (stereo not given)
8 | CCC(=O)Nc1ccc(OC)cc1OC
8[25 µM] | COCC(=O)N1[C@H](CO)[C@@H](c2ccccc2-c2cccc(F)c2)[C@@H]1C#N
-19 | O=C(Nc1cc([N+](=O)[O-])c2[nH]c(=O)c3ccccc3c2c1)C(F)(F)F
5 | CCOC(=O)c1c(S(=O)(=O)NCc2cccs2)c(C)n(C)c1C
4[25 µM] | O=C(CC(F)(F)F)N1C[C@@H]2[C@H](c3ccccc31)[C@@H](CO)N2CC1CCOCC1
2 | CCOC(=O)CC1C(=O)NCCN1C(=O)NC1CCCCC1 (stereo not given)
5 | Cc1noc(C)c1COC(=O)c1ccc2c(c1)OCO2
1 | CC(=O)c1ccc(NC(=O)C2CCCN(S(=O)(=O)c3c(C)[nH]c(=O)[nH]c3=O)C2)cc1 (stereo not given)
1 | CN(C(=O)CSc1nc(C2CC2)n(-c2ccccc2)n1)C1CCS(=O)(=O)C1 (stereo not given)
-4[25 µM] | O=C([C@H]1[C@H](CO)[C@H]2Cn3c(ccc(-c4ccc(F)cc4)c3=O)[C@@H]1N2)N1CCCCC1
-1 | CN(C(=O)COC(=O)C1COc2ccccc2O1)c1c(N)n(Cc2ccccc2)c(=O)[nH]c1=O (stereo not given)
24[25 µM] | O=C(c1ccccc1F)N1CC(=O)N2[C@H](CO)[C@H](c3ccc(C#Cc4ccccc4)cc3)[C@H]2C1
1 | CC(OC(=O)CN1C(=O)NC2(CCCC2)C1=O)C(=O)Nc1cccc(Cl)c1Cl (stereo not given)
12[25 µM] | C[C@H]1CN([C@@H](C)CO)S(=O)(=O)c2ccc(C#CCC3CCCC3)cc2O[C@@H]1CN(C)C(=O)c1cnccn1
-3 | Cc1nn(-c2ccccc2)c(C)c1NC(=O)COC(=O)c1ccccc1
1 | COc1ccc(CCC(=O)OCC(=O)NCc2ccc3c(c2)OCO3)cc1
5 | NC(=O)c1cc(S(=O)(=O)N2CCCC2)ccc1OCCOc1ccccc1
3[25 µM] | CCCC#Cc1ccc([C@@H]2[C@@H](CO)N3CCCCN(S(=O)(=O)Cc4ccccc4)C[C@H]23)cc1
6 | CSCCC(NC(=O)c1ccc(Cl)cc1)C(=O)O (stereo not given)
5 | Cc1cnc(C(=O)N2CCN(c3ccc(C(F)(F)F)cn3)CC2)cn1
-2 | CN(Cc1ccccc1)C(=O)c1ccccc1NC(=O)c1ccccc1
6 | COc1cc2c(cc1OC)C(c1cc(OC)c(OC)c(OC)c1)NCC2 (stereo not given)

# Other results
CD40 NFkB inh | canonical_smiles
-8 | O=C(CCNc1cccc(Cl)c1)c1ccco1
11 | CC1(C)C(=O)Nc2ccccc2N1C(=O)COC(=O)c1cccc(O)c1
1[25 µM] | CCCNC(=O)N1[C@H](CO)[C@@H](c2ccc(C3=CCCCC3)cc2)[C@@H]1C#N
19[25 µM] | CO[C@H]1CN(C)C(=O)c2ccc(NC(=O)Nc3cc(F)ccc3F)cc2OC[C@H](C)N(C(=O)c2ccccn2)C[C@H]1C
2 | O=C1C=CC(=Nc2ccc(F)cc2)O1
3 | CN(CC(=O)NC1CC1)S(=O)(=O)c1ccc(F)cc1
12 | COc1ccc(C2C(C)C3(O)CC(C#N)(C(=O)N3)C2(C#N)C#N)cc1 (stereo not given)
-9[25 µM] | COc1cccc(-c2ccc3n(c2=O)C[C@H]2[C@H](CO)[C@@H](C(=O)NC4Cc5ccccc5C4)N[C@@H]32)c1
0 | Cc1cc(C)c2c(n1)nn1c(N3CCN(Cc4ccccc4)CC3)cc(C)nc21
5 | COc1ccccc1CCC(=O)Nc1ccc(S(=O)(=O)Nc2cc(C)nc(C)n2)cc1
15 | COc1cc(CC(=O)OCC(=O)N2CCCCC2)cc(OC)c1OC
11 | CCC(=O)Nc1c(C)cc(C)cc1Cl
3 | CC(C)CN(C(=O)c1ccc(=O)n(C)n1)c1c(N)n(Cc2ccccc2)c(=O)[nH]c1=O
12 | O=C(CCl)NN1C(=O)NC2(CCCCC2)C1=O
24[25 µM] | O=C(Cc1ccccc1)N1CC(=O)N2[C@H](CO)[C@@H](c3ccc(-c4ccc(F)cc4)cc3)[C@H]2C1
1 | COc1cc(OC)c(C2C(C#N)=C(N)OC3=C2C(=O)CC(C)(C)C3)cc1OC (stereo not given)
8 | O=C(CCNS(=O)(=O)c1cccc2nonc12)NC1CCCCCC1
1 | Cc1ccc(S(=O)(=O)N(C)CC(=O)N(C)Cc2cccs2)cc1
-1 | Cc1nnc(NCc2ccncc2)c2ccccc12
3 | CCn1c(=O)c2[nH]c(Cl)nc2n(CC)c1=O
-29 | N#C[C@@H]1[C@H](c2ccc(C3=CCCCC3)cc2)[C@H](CO)N1S(=O)(=O)c1cccc(F)c1

# These rows are one share of the data. The share of hits here may be higher or lower than overall.
